Source: PubChem (The Scripps Research Institute Molecular Screening Center)
PAFAH1B2 FP inh = blocks human PAF acetylhydrolase 1b catalytic subunit 2; P68402; recombinant PAFAH1B2, FP-rhodamine activity probe, fluorescence polarization; inhibition, % at 3.39 µM; actives 1.2% (n = 340,000); AID 492953;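 active = inhibition above the mean of all tested compounds plus 3 SD, cut at about 24% in these data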;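 also: 0% = enzyme with DMSO and 100% = wells lacking PAFAH1B2; many of its hits are not listed in these tables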
PAFAH1B3 FP inh = PAFAH1B3 (human) inhibition. Q15102. recombinant PAFAH1B3, FP-rhodamine probe, fluorescence polarization. inhibition, % at 3.39 µM. actives 0.28% (n = 340,000). AID 492972;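 active = inhibition above the screen-wide average of all tested compounds plus 3 SD, cut at about 25% in these data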;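 also: 0% = enzyme with DMSO only and 100% = wells lacking PAFAH1B3 protein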
pPAFAH inh = pPAFAH (human) enzyme inhibition | recombinant pPAFAH, FP-rhodamine probe fluorescence polarization | inhibition, % at 3.39 µM | actives 1.5% (n = 330,000) | AID 463082;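 active = inhibition above the mean inhibition across the screen plus 3 SD, cut at about 25% in these data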;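 also: inhibitors block binding of the rhodamine activity-based probe so polarization drops; 0% = enzyme with DMSO and 100% = wells lacking pPAFAH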
PAD4 inh = blocks human protein arginine deiminase 4 | Q9UM07 | recombinant PAD4, RCA probe fluorescence polarization | inhibition, % at 6.36 µM | actives 0.41% (n = 330,000) | AID 485272;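 active = percent inhibition above a cutoff equal to the mean of all tested compounds plus 3 SD, cut at about 15% in these data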;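 also: 0% = PAD4 with RCA probe and DMSO and 100% = probe without PAD4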
Target sequence (Q9UM07 whole entry, looked up): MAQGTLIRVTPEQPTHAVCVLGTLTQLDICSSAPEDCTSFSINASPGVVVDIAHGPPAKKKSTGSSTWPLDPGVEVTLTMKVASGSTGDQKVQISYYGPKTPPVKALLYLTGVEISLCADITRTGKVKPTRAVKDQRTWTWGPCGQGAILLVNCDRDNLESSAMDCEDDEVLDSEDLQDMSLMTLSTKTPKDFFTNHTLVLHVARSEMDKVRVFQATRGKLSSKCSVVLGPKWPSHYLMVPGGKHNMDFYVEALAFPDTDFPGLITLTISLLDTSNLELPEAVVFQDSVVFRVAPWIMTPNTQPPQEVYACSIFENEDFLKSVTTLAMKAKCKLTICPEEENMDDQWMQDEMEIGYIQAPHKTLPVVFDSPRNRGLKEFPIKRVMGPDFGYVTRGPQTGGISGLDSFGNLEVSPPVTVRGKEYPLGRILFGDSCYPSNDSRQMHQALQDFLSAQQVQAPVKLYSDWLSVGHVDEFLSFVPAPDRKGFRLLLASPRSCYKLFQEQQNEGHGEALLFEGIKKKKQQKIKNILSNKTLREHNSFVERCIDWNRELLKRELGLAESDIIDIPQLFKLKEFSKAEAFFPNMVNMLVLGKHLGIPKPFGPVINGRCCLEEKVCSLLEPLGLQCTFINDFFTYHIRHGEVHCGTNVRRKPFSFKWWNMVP
PME-1 inh = blocks human protein phosphatase methylesterase 1; Q9Y570; recombinant PME-1, FP-Rh probe fluorescence polarization; inhibition, % at 5.9 µM; actives 0.53% (n = 320,000);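 active = inhibition above the campaign mean of all compounds plus 3 SD, cut at about 26% in these data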;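 also: competitive labeling of PME-1 active site by serine hydrolase directed probe; 0% = PME-1 with DMSO and 100% = wells lacking PME-1 enzyme; inhibitors block probe labeling so polarization falls and inhibition rises; many of its hits are not listed in these tables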
LYPLA2 counter = counter-screen for PME1 inhibitors: inhibitors of human LYPLA2 | O95372 | recombinant LYPLA2, FP-Rh probe fluorescence polarization | inhibition, % at 5.9 µM | actives 0.38% (n = 320,000);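 active = inhibition above the screen-wide mean plus 3 SD, limit set per campaign, cut at about 26% in these data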;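 also: 0% = LYPLA2 with DMSO and 100% = wells lacking LYPLA2 enzyme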
GSTO1 inh = GSTO1 inhibition, counter-screen for RBBP9 inhibitors. P78417. recombinant GSTO1, activity-based probe fluorescence polarization. inhibition, % at 5.96 µM. actives 1.1% (n = 300,000). AID 1974;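 active = inhibition above the campaign mean inhibition plus 3 SD, cut at about 35% in these data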;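 also: 0% = GSTO1-1 with DMSO and 100% = wells lacking GSTO1-1 enzyme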
PAFAH2 FP inh = inhibitors of human PAFAH2. recombinant PAFAH2, FP-rhodamine activity probe, fluorescence polarization. actives 0.99% (n = 340,000). AID 492956. inhibition, % at 3.39 µM. Q99487;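 active = inhibition above the mean over all tested compounds plus 3 SD, cut at about 30% in these data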;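 also: inhibitors block probe labeling of enzyme so polarization drops; 0% = enzyme with DMSO and 100% = wells lacking PAFAH2 protein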
LYPLA1 counter = counter-screen for PME1 inhibitors: inhibitors of human LYPLA1; actives 0.16% (n = 320,000); inhibition, % at 5.9 µM; recombinant LYPLA1, FP-Rh probe fluorescence polarization; O75608;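 active = inhibition above the mean of all tested compounds plus 3 SD, set per campaign, cut at about 14% in these data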;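 also: inhibitors block serine hydrolase probe labeling of LYPLA1 so polarization falls; 0% = enzyme with DMSO and 100% = wells lacking LYPLA1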
Numbers without * were called inactive; · = not tested or not shown.

Field names – A = PAFAH1B2 FP inh; B = PAFAH1B3 FP inh; C = pPAFAH inh; D = PAD4 inh; E = PME-1 inh; F = LYPLA2 counter; G = GSTO1 inh; H = PAFAH2 FP inh; I = LYPLA1 counter
1	COc1ccc(CN(C)C(=O)COC(=O)c2cc([N+](=O)[O-])ccc2N2CCCC2)c(OC)c1OC
  A = -1	B = 9	C = 3	D = 0	E = ·	F = ·	G = ·	H = 1	I = ·

2	O=C(N/N=C\c1ccccc1)c1sccc1-n1cccc1
  A = 8	B = 4	C = -1	D = -1	E = -1	F = 6	G = -1	H = 1	I = -1

3	COc1ccc(NC2=NC(=S)N(c3cccc(C)c3)C23CCCCC3)cc1
  A = 2	B = 0	C = 0	D = -3	E = 0	F = 5	G = -5	H = -8	I = -1

4	CC(C)(C)OC(=O)NCC(=O)N1CCC(C(=O)O)CC1
  A = 1	B = 8	C = -4	D = -8	E = 1	F = 0	G = 1	H = 2	I = 2

5	O=C(Cc1ccccc1)N1CCC2(CC1)NCCc1[nH]cnc12
  A = 6	B = 3	C = 3	D = -9	E = -4	F = 0	G = -1	H = 5	I = -3

6	COCCN(CC1CCCN(C2Cc3ccccc3C2)C1)C(=O)c1cccc(C)c1 (stereo not given)
  A = 2	B = -3	C = 5	D = -2	E = -4	F = -1	G = 12	H = 32*	I = -1

7	FC(F)(F)COc1ccc(-c2nnc(SCc3ccccc3)o2)cn1
  A = 2	B = -3	C = 0	D = 2	E = -9	F = 11	G = 0	H = -3	I = 1

8	Cc1ccc(-n2c(N)c(C(=O)Nc3ccccc3F)sc2=S)cc1C
  A = 2	B = 10	C = 2	D = 1	E = 2	F = 5	G = 7	H = 6	I = 0

9	COc1ccc(CN(CC(=O)NC2CCCC2)C(=O)CCC(=O)Nc2nc(C)cs2)cc1
  A = -1	B = 2	C = 3	D = 2	E = 2	F = -10	G = 1	H = -4	I = -1

10	CC1CCN(C(=O)CSc2n[nH]c(-c3cccs3)n2)CC1
  A = 4	B = 4	C = 0	D = 5	E = -2	F = 7	G = 5	H = 0	I = 2

11	CCOc1ccc(C(=O)N(Cc2ccc(N(C)C)cc2)C2CCS(=O)(=O)C2)cc1 (stereo not given)
  A = 2	B = 5	C = 2	D = -2	E = -4	F = 5	G = 2	H = -4	I = 0

12	OC(CN1CCCC1)Cn1ccc2ccccc21 (stereo not given)
  A = 0	B = 14	C = 3	D = 2	E = -4	F = 1	G = -7	H = -22	I = 5

13	COc1ccc2nc(-c3ccccc3)nc(C3CCCCC3)c2c1
  A = 3	B = 10	C = -5	D = -4	E = -3	F = -3	G = -1	H = -8	I = 1

14	Cc1cccc(NC(=O)CNC(=O)COc2ccc(C(=O)c3ccc(F)cc3)cc2)c1C
  A = 2	B = 3	C = 0	D = 1	E = -5	F = -2	G = 4	H = -2	I = -6

15	Cc1csc(=O)n1CCC(=O)OCC(=O)NNC(=O)c1ccccc1
  A = 3	B = 10	C = 1	D = 1	E = 0	F = 6	G = 2	H = -2	I = 2

16	CC(C)(C)OC(=O)C[C@@H]1C/C=C\C[C@H](CC(=O)N(CCO)Cc2ccccc2)C(=O)NC[C@H](c2ccccc2)OC1=O
  A = -1	B = 4	C = 0	D = -1	E = ·	F = ·	G = ·	H = 7	I = ·

17	COc1cc(NC(C)=O)ccc1-c1cc2ccccc2oc1=O
  A = 5	B = 2	C = 3	D = -5	E = 9	F = 9	G = -15	H = -1	I = 2

18	Cc1cccc(N/C(N)=N/c2nc(C(F)(F)F)cc(=O)[nH]2)c1C
  A = -2	B = 1	C = 7	D = 0	E = -3	F = 1	G = 8	H = 6	I = -1

19	O=C(CNC(=S)N(Cc1ccccc1)Cc1ccccc1F)NCCc1ccc(Cl)cc1
  A = 10	B = 2	C = -1	D = -5	E = -3	F = -18	G = -6	H = 4	I = -18

20	CN(Cc1ccon1)C(=O)CCc1nnc(CCCCc2ccccc2)o1
  A = 2	B = -3	C = -2	D = 3	E = 6	F = 5	G = 1	H = 3	I = 3

21	COc1ccc(Cn2cnc3c(N)c(C)c(C)cc32)cc1
  A = 9	B = 10	C = 4	D = 1	E = 0	F = -4	G = 3	H = 2	I = 2

22	CC1(C)Oc2ccc3ccc(=O)oc3c2C[C@H]1O
  A = 7	B = 2	C = 0	D = 1	E = 3	F = 3	G = 8	H = -1	I = 0

23	CC(C)(C)NC(=O)CSc1nc2[nH]ncc2c(=O)[nH]1
  A = 4	B = 12	C = 2	D = 0	E = 6	F = -2	G = 4	H = 5	I = -2

24	O=C(NCc1ccco1)C1Cc2ccccc2CN1C(=O)c1ccco1 (stereo not given)
  A = -4	B = 0	C = 6	D = 0	E = 0	F = 2	G = -4	H = -1	I = 4

25	CC1(C)CC(C)(c2ccc(O)cc2O)N(c2ccc3ccccc3c2)C(=S)N1 (stereo not given)
  A = 1	B = 3	C = 4	D = -4	E = 5	F = 9	G = -3	H = -8	I = 4

2 of the compounds above, with two lines to a compound:
Every second line gives: PAFAH1B2 FP inh, PAFAH1B3 FP inh, pPAFAH inh, PAD4 inh, PME-1 inh, LYPLA2 counter, GSTO1 inh, PAFAH2 FP inh, LYPLA1 counter
(24) O=C(NCc1ccco1)C1Cc2ccccc2CN1C(=O)c1ccco1 (stereo not given)
→ -4, 0, 6, 0, 0, 2, -4, -1, 4
(25) CC1(C)CC(C)(c2ccc(O)cc2O)N(c2ccc3ccccc3c2)C(=S)N1 (stereo not given)
→ 1, 3, 4, -4, 5, 9, -3, -8, 4

Looked up by compound from the list above, 3 records:
Field names – A = PAFAH1B2 FP inh; B = PAFAH1B3 FP inh; C = pPAFAH inh; D = PAD4 inh; E = PME-1 inh; F = LYPLA2 counter; G = GSTO1 inh; H = PAFAH2 FP inh; I = LYPLA1 counter
4	CC(C)(C)OC(=O)NCC(=O)N1CCC(C(=O)O)CC1
  A = 1	B = 8	C = -4	D = -8	E = 1	F = 0	G = 1	H = 2	I = 2

20	CN(Cc1ccon1)C(=O)CCc1nnc(CCCCc2ccccc2)o1
  A = 2	B = -3	C = -2	D = 3	E = 6	F = 5	G = 1	H = 3	I = 3

9	COc1ccc(CN(CC(=O)NC2CCCC2)C(=O)CCC(=O)Nc2nc(C)cs2)cc1
  A = -1	B = 2	C = 3	D = 2	E = 2	F = -10	G = 1	H = -4	I = -1

Continuation.
Field names – A = PAFAH1B2 FP inh; B = PAFAH1B3 FP inh; C = pPAFAH inh; D = PAD4 inh; E = PME-1 inh; F = LYPLA2 counter; G = GSTO1 inh; H = PAFAH2 FP inh; I = LYPLA1 counter
26	CC1CCN(S(=O)(=O)c2ccc(NC(=O)C3CC3)cc2)CC1
  A = 25*	B = 0	C = 5	D = -4	E = 2	F = -1	G = 5	H = -5	I = -3

27	Clc1ccc(SCCCCN2CCNCC2)cc1
  A = 22	B = -2	C = 3	D = -2	E = -1	F = 4	G = 1	H = -4	I = 0

28	CCCCCCn1c2c(c(=N)c3c1CCC3)CCC2
  A = 2	B = -2	C = 1	D = 1	E = 1	F = 4	G = -3	H = 5	I = -2

29	COc1ccccc1/C=C\C=N\n1c(-c2ccc(Cl)cc2)n[nH]c1=S
  A = 1	B = 4	C = 23	D = 0	E = 9	F = -3	G = -1	H = -6	I = -3

Grouped by structure: the compounds so far with two or more sulfur atoms.
Field names – A = PAFAH1B2 FP inh; B = PAFAH1B3 FP inh; C = pPAFAH inh; D = PAD4 inh; E = PME-1 inh; F = LYPLA2 counter; G = GSTO1 inh; H = PAFAH2 FP inh; I = LYPLA1 counter
8	Cc1ccc(-n2c(N)c(C(=O)Nc3ccccc3F)sc2=S)cc1C
  A = 2	B = 10	C = 2	D = 1	E = 2	F = 5	G = 7	H = 6	I = 0

10	CC1CCN(C(=O)CSc2n[nH]c(-c3cccs3)n2)CC1
  A = 4	B = 4	C = 0	D = 5	E = -2	F = 7	G = 5	H = 0	I = 2

These rows are one share of the data; rates above refer to the full screens.
